# Bioassay records (PubChem BioAssay)
# PLC-beta3 inh – inhibitors of human phospholipase C beta3. Q01970. Purified PLC-beta3, fluorogenic substrate, fluorescence. inhibition, % at 12.2 µM. 370,000 tested, 0.18% active. AID 720704; in the data active = inhibition above about 11%;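 also: 0% = median of compound wells on plate and 100% = full blocker control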
# Target sequence (Q01970 whole entry, looked up): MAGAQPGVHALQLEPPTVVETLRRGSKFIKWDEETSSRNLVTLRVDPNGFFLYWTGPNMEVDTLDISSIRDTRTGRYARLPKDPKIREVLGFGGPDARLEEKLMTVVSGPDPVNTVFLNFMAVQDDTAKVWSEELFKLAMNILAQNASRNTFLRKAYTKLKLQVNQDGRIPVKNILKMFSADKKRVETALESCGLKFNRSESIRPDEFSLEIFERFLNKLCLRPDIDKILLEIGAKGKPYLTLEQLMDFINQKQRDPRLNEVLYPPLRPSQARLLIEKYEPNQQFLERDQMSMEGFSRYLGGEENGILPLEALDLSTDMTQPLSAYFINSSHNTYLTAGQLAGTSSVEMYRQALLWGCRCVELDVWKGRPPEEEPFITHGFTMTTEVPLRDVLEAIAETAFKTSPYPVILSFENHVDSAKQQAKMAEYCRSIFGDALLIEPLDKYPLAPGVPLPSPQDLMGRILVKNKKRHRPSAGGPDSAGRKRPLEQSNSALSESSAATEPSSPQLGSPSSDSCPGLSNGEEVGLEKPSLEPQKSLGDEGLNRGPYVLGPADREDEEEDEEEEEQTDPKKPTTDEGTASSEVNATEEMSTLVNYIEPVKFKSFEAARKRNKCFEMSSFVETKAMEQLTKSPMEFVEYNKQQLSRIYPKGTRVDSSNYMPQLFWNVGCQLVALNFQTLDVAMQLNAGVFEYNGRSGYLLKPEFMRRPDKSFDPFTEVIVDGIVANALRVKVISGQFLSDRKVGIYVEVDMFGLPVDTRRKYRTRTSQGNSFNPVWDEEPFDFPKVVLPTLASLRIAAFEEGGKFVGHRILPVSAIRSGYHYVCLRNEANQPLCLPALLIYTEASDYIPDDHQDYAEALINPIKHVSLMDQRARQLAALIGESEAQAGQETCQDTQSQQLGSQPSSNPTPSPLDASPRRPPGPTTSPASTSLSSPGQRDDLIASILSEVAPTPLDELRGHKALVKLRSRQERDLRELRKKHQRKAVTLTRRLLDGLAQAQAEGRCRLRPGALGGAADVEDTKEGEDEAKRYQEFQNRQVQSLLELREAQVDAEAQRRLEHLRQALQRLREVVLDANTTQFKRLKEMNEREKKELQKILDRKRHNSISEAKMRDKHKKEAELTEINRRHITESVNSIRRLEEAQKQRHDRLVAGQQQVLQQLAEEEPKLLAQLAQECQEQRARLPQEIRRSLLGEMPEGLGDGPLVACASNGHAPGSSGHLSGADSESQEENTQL
# PG9 Ab binder – small molecules binding HIV-1 gp120 antibody PG9; TR-FRET gp120-PG9 antibody binding; inhibition, % at 6.7 µM; 360,000 tested, 0.43% active; AID 624416; in the data active = inhibition above about 8.5%
# sPLA2-III inh – Inhibits HGIII-sPLA2 liposome hydrolysis, primary screen; 370,000 tested, 0.56% active; QFRET BODIPY PC-A2 liposome hydrolysis, fluorescence; inhibition, % at 12.2 µM; Q9NZ20; AID 743126;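 active = inhibition above mean plus 3 SD of compounds lying within the high and low control bounds, cut at about 19% in these data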;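 also: 0% = median of test compound wells and 100% = no enzyme DMSO wells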
# Rev-erbA mod – Rev-erb alpha (human) modulation | 370,000 tested, 0.79% active | activity, % at 10 µM | P20393 | Rev-erbα–FITC-DNA binding, fluorescence polarization, 90 min | AID 1259318;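 active = activity above about 14%, limit read from the data; passing the limit was not always enough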;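 also: 0% = DMSO wells with 35 nM protein and 100% = DMSO wells with 750 nM protein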
# GAA850 FXN act – increases GAA850 frataxin promoter reporter activity; HEK293 lucGAA850 FXN promoter luciferase reporter, 24 h; percent of 10 µM SAHA response; activation, % at 6 µM; 360,000 tested, 0.56% active; AID 540364;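 active = activation above the average of all compounds screened plus 3 SD, cutoff fixed separately per campaign, cut at about 7.5% in these data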;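 also: 0% = DMSO wells and 100% = 10 µM SAHA wells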
# hcDAF12 agonist – activates DAF-12 receptor from parasite H. contortus. HEK293 hcDAF-12 lit1-tk-luc reporter, luminescence; 0% DMSO, 100% Δ7-dafachronic acid. activation, % at 6.8 µM. 370,000 tested, 1.4% active;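 active = activation above the mean of all tested compounds plus 3 SD, cut at about 5.5% in these data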;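 also: 100% = response to 3 µM Δ7-dafachronic acid high control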
# hgDAF12 agonist – activates the H. glycines DAF-12 receptor ligand-binding domain. activation, % at 6.8 µM. HEK293 GAL4-hgDAF12 UAS-luciferase reporter, agonist luminescence; normalized to butyrate control. 370,000 tested, 1.8% active;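 active = activation above a cutoff set at the mean of all screened compounds plus 3 SD, cut at about 10% in these data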;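 also: 0% = DMSO wells and 100% = sodium butyrate wells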
# DAX1 inh-1 – NR0B1 (DAX1) inhibition. AID 504766. 340,000 tested, 0.99% active. HEK293 Gal4-DAX1 luciferase reporter, luminescence. inhibition, % at 6.75 µM. P51843;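 active = inhibition above the mean over all tested compounds plus 3 SD, cut at about 4.2% in these data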;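 also: 0% = DAX1-transfected cells with DMSO and 100% = empty-vector control cells with DMSO; inhibition shows as a rise in luminescence from relieved DAX1 repression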
# ssDAF12 agonist – activators of S. stercoralis DAF-12 nuclear receptor | HEK293 ssDAF-12/GRIP1 lit1-tk-luc reporter, luminescence; % of 3 µM dafachronic acid response | activation, % at 6.8 µM | 370,000 tested, 1% active | AID 652126;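 active = activation above the mean over all tested compounds plus 3 SD, cut at about 0.9% in these data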;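 also: 0% = DMSO-only wells and 100% = 3 µM delta7-dafachronic acid wells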
# SMARCA2 act – increases SMARCA2 function in MMTV reporter cells; activation, % at 9.1 µM; MG213 cells, MMTV-luciferase reporter, dexamethasone, overnight; 370,000 tested, 1% active; in the data active = activation above about 7.8%;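 also: 0% = vehicle wells and 100% = reference activator wells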
# DAX1 inh-2 – inhibitors of DAX1 repression of SF-1 activated StAR promoter. inhibition, % at 6.8 µM. AID 652010. 370,000 tested, 1.1% active. HEK293T StAR-luciferase reporter, SF-1/DAX-1 repression relief;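 active = inhibition above the mean over all tested compounds plus 3 SD, cut at about 3.6% in these data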;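 also: 0% = DAX-1 cells with DMSO and 100% = cells lacking DAX-1 with DMSO; higher inhibition means more luminescence from relief of DAX-1 repression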
# The depositor's hits bear a star; nt = not tested or not shown.
SMILES,PLC-beta3 inh,PG9 Ab binder,sPLA2-III inh,Rev-erbA mod,GAA850 FXN act,hcDAF12 agonist,hgDAF12 agonist,DAX1 inh-1,ssDAF12 agonist,SMARCA2 act,DAX1 inh-2
COC(=O)[C@@H](NC(=O)N1CCC(Cc2ccccc2)CC1)C(C)C,5,-0.4,-2,-2,1.6,0.7,-0.2,-0.9,-1.4,-3,-0.3
Cc1ccc(S(=O)(=O)N2CCN(C(=O)CCC(=O)N3CCc4ccccc43)CC2)cc1,4,-0.3,2,6,1.3,0.8,2.6,0.5,-1.2,-1,-0.5
O=C(CCN1C(=O)/C(=C/c2ccccc2)SC1=S)N[C@@H](CO)Cc1ccccc1,-14,-2.5,-8,-3,-5.5,0.3,0.9,-0.4,-0.9,-3,-0.3
CCS(=O)(=O)Nc1ccc2c(c1)C(=O)N(C)[C@@H]1CC[C@H](CC(=O)NCCCN3CCOCC3)O[C@H]1CO2,5,nt,9,1,nt,0.2,-1.6,nt,-0.8,-4,-0.1
COc1ccc(OC)c(S(=O)(=O)Nc2cc3c(cc2N2CCCC2)n(C)c(=O)c(=O)n3C)c1,-93,-0.8,3,4,0.8,1.3,1.0,1.1,-1.3,-2,0.8
CC1=C(C(=O)OCCCCCl)C(c2cc3c(cc2Br)OCO3)NC(=O)N1 (stereo not drawn),-3,-1.6,-4,7,-0.9,-1.1,1.4,-0.3,-1.5,0,0.0
CCOC(=O)c1c(NC(=O)CSc2nnc(Cc3csc(N)n3)n2C)sc(C)c1C,-3,1.6,-1,-3,0.5,-1.8,-2.3,0.2,-1.2,-1,-0.1
Cc1cccc(N2CCN(C(=O)C3CCCN(S(=O)(=O)c4c(C)noc4C)C3)CC2)c1C (stereo not drawn),3,1.8,-8,12,0.6,-3.3,-1.4,-1.2,-1.2,-2,-0.8
COc1ccc(-c2c(C)oc3c(CN4CCOCC4)c(O)ccc3c2=O)cc1OC,-262,-0.1,2,2,4.0,2.0,-0.9,0.6,-0.6,1,-0.1
CCCc1c(C(=O)N/N=C(\C)c2ccccn2)nnn1-c1nonc1N,5,-0.8,-6,1,-0.1,0.6,-0.7,3.7,-1.7,5,-0.1
Cc1ccc2nc(NC(=O)COC(=O)c3ccncc3)sc2c1,-7,-0.8,-11,6,3.9,0.6,8.8,0.4,-1.0,5,2.0
CC1CCC2(CC1)NC(=O)N(CC(=O)NC(=O)Nc1ccc3c(c1)OCCO3)C2=O (stereo not drawn),-6,-0.7,3,-5,-2.7,0.5,-1.5,1.4,-1.7,0,-0.8
O=C(COC(=O)c1cc2ccccc2o1)c1ccccc1,1,-0.9,-4,-2,-0.4,-0.2,0.7,0.4,-0.3,1,0.7
Brc1ccc2nc(-c3ccco3)c(Cc3ccccc3)n2c1,-42,0.7,9,0,nt,2.4,-0.1,nt,0.4,10*,0.1
CCOc1ccc(C(C(=O)NC2CCCC2)N(CCCO)C(=O)c2ccc(-c3ccccc3)[nH]2)cc1 (stereo not drawn),-7,-0.6,-14,nt,2.2,-2.0,-3.1,-0.8,-0.8,-1,-0.6
O=C(Cn1ncc(N2CCOCC2)c(Br)c1=O)c1ccc(Cl)cc1,-2,-3.5,-6,1,4.3,0.8,-0.9,1.2,-1.6,4,0.9
Cc1cc(S(=O)(=O)Nc2ccc3c(c2)COC3=O)ccc1F,5,-4.2,-1,-7,1.6,-1.4,-3.0,0.6,0.1,-6,0.3
CC(=O)Nc1ccc(S(=O)(=O)Nc2cccc(-c3cn4cccnc4n3)c2)cc1,-265,0.3,-4,4,1.2,-0.9,1.6,-0.4,-0.6,3,0.8
O=C(NCCc1c[nH]c2ccccc12)c1ccc([N+](=O)[O-])o1,-8,1.2,-27,0,-1.4,1.3,4.9,-0.5,-1.4,-1,-3.6
Clc1ccc(-c2nc3ccc(Br)cn3c2Cc2cccc(Cl)c2)cc1,-7,4.7,-25,25*,nt,1.9,9.9,nt,-0.5,3,1.6
O=C1Nc2cc(Cl)c(Cl)cc2N(O)N1c1cccc(Cl)c1,-1,0.7,4,-2,-0.8,0.5,1.1,1.1,-1.3,-1,0.4
O=C(O)c1ccc2c(c1)C(=O)N(c1cc([N+](=O)[O-])ccn1)C2=O,4,-0.7,6,-9,-0.1,1.3,1.4,-0.2,-1.0,-1,-0.3
Cn1ccnc1SCCNC(=O)C1CCC(=O)N(Cc2ccc(Cl)cc2)C1 (stereo not drawn),-5,-0.9,0,-5,2.2,-1.5,0.6,0.8,-1.2,-2,-0.3
Cc1ccc(CN2C(=O)CCC2C(=O)NCc2ccco2)cc1 (stereo not drawn),0,0.8,-1,7,-0.9,0.0,-1.7,-0.1,-0.6,-1,-0.3
COc1ccc(NC(=O)c2c3c(nc4ccccc24)CCC3)cc1,-4,0.0,1,2,0.3,-2.0,-0.2,-0.8,-1.6,-2,-0.1
CC(C)C[C@H](NC(=O)C1CCN(S(=O)(=O)c2ccccc2)CC1)C(=O)NCc1cccnc1,-3,-0.8,-3,-8,0.2,-0.4,0.8,1.4,0.2,-1,-0.4
O=C(Nc1ccc(NC(=O)c2cccnc2)cc1)c1ccccc1,-3,0.8,1,4,1.4,-1.0,1.9,0.8,-1.6,-3,0.3
O=C(Cc1cccc2ccccc12)NNC(=O)Nc1cccc(Cl)c1,-1,2.3,-36,4,-0.1,1.9,-3.9,-1.2,-1.3,0,-0.2
CC(C)C1C(=O)N(Cc2cn(CCC3OCCO3)nn2)CCS(=O)(=O)N1Cc1ccc(-c2ccccc2)cc1 (stereo not drawn),2,-1.6,-37,0,-1.1,0.4,-2.3,-0.6,-1.7,-6,-0.6
COc1ccccc1CNC(=O)c1ccc(CS(=O)(=O)c2ccccc2)o1,1,0.2,4,3,-0.7,-2.3,-0.8,-0.4,-0.7,0,-0.4
O=C(CN(Cc1ccccc1)C(=O)CCC(=O)Nc1ccccn1)NCc1ccco1,2,2.1,8,2,2.4,0.5,0.2,-0.1,-0.4,-4,0.2
CSc1ccccc1OCc1cc(C(=O)NCc2cccc(C)n2)no1,-47,1.4,-9,-6,2.3,4.2,11*,2.1,-0.8,6,3.2
Cc1ccccc1-n1c(-c2ccco2)n[nH]c1=S,-11,1.3,13,-2,-0.5,1.2,0.5,0.5,-2.0,-2,0.2
Cc1ccccc1N(C(=O)Cn1nnc(-c2ccc(F)cc2)n1)C(C(=O)NC(C)(C)C)c1ccncc1 (stereo not drawn),-1,-0.7,-7,7,-0.9,-2.1,-1.8,0.1,-1.6,-5,0.0
O=C(NCCOc1ccccc1)[C@@H]1CCCN1C(=O)c1cccs1,5,-1.4,1,0,-1.5,-0.9,1.3,1.4,-1.1,0,-0.1
COc1cccc(-c2ccc(C#N)c(OC(=O)c3c(Cl)cccc3Cl)n2)c1,-20,-0.1,6,0,0.0,-1.4,-1.5,1.1,-1.6,2,-0.2
CC1(C)CC(=O)C=C(c2ccc(-c3ccccc3)cc2)C1,-1,-0.7,4,0,2.9,0.7,6.8,2.0,-1.0,6,0.7
CSCCC(NC(=O)CCN1C(=O)c2ccccc2C1=O)C(=O)O (stereo not drawn),4,-1.6,0,2,1.6,0.7,0.4,0.4,-1.2,2,0.0
CSC1=NC2(CC(c3ccccc3)Oc3cc(O)ccc32)CC(C)(C)N1 (stereo not drawn),4,-0.9,-10,3,-2.5,0.3,-1.2,-0.1,-1.0,3,1.1
CCn1c(SCC#N)nc2ccccc2c1=O,-11,-1.1,-4,0,1.0,-1.3,-2.1,5.2*,-1.0,2,-0.1
C/C(CC(=O)Nc1ccc(Cl)cc1Cl)=N\NC(=O)c1ccncc1,-10,1.0,-3,9,0.1,-0.8,-0.5,-0.2,-1.0,-2,0.9
CC(=O)c1cccc(NC(=O)COc2ccc(S(=O)(=O)N3CCOCC3)cc2)c1,-5,-2.4,-2,-5,2.4,-0.5,0.1,0.0,-1.1,-1,-0.9
CCOc1ccc(NC(=O)CC(NC(C)=O)c2ccccc2)cc1S(=O)(=O)N1CCCC1 (stereo not drawn),-3,-0.9,-8,-5,1.6,0.5,-0.6,0.5,-1.1,2,0.1
COc1cccc(N2CCN(C(=O)c3ccccc3SCC(=O)NCc3ccco3)CC2)c1,-5,-2.7,-8,10,0.6,-2.8,2.4,0.5,-1.4,5,-2.2
Cc1ccccc1C(=O)OCC(=O)N(C)c1c(N)n(Cc2ccccc2)c(=O)[nH]c1=O,-7,0.2,0,-4,0.8,-1.7,-1.3,-1.0,-1.0,1,-0.8
CC(C)c1cc(C(=O)N(C)C2CCCN(Cc3ccccc3F)C2)n(C)n1 (stereo not drawn),1,-1.1,-5,-7,-3.1,-0.9,1.0,0.4,-1.1,3,0.2
Cc1cc(C(=O)CSc2nnc(-c3ccccc3)n2-c2ccccc2)c(C)n1-c1ncn[nH]1,1,2.6,-43,0,-0.4,-1.8,-1.3,-1.2,-1.2,0,-1.0
Cn1cccc1C(=O)OCC(=O)N1CCN(c2ccccc2)CC1,-2,0.9,12,1,0.7,-1.6,4.8,0.0,-1.2,1,-1.9
CC1Sc2ccc(S(=O)(=O)CCC(=O)NC3CCCCCC3)cc2NC1=O (stereo not drawn),-9,-1.1,-2,0,-2.2,-0.3,-2.9,-0.1,-1.4,-2,-0.8
CCOC(=O)CSc1nc2sc3c(c2c(=O)n1-c1ccc(OCC)cc1)CCN(C)C3,-80,-2.1,-1,8,3.7,0.5,-1.6,-0.7,-0.8,-3,-0.1
O=C(CN1CCN(S(=O)(=O)/C=C/c2ccccc2)CC1)Nc1ccccc1N1CCOCC1,-1,1.1,-12,0,-1.5,-1.3,-1.2,0.5,-1.9,-5,-0.4
O=C(NCCCCC(NC(=O)c1ccc([N+](=O)[O-])cc1)C(=O)O)c1ccc([N+](=O)[O-])cc1 (stereo not drawn),1,0.3,-3,0,0.6,-0.6,0.1,1.7,-1.0,0,0.4
O=C1CC(C(=O)Nc2cccc3ccccc23)C2(CCCC2)O1 (stereo not drawn),-7,-0.3,-2,-1,-1.2,1.6,1.4,-0.7,0.3,-1,-0.1
CSc1cccc(N/C(=N/S(=O)(=O)c2ccccc2)NN)c1,-3,-2.0,-10,-1,-0.2,-1.2,0.3,1.2,-1.1,0,-0.3
CCCCOc1ccc(C(=O)NCCc2ccccc2)cc1,-6,0.1,1,0,4.5,2.0,6.2,3.0,1.1*,8.4*,1.7

# Filtered by structure, those above containing a nitro group on carbon.
SMILES,PLC-beta3 inh,PG9 Ab binder,sPLA2-III inh,Rev-erbA mod,GAA850 FXN act,hcDAF12 agonist,hgDAF12 agonist,DAX1 inh-1,ssDAF12 agonist,SMARCA2 act,DAX1 inh-2
O=C(NCCc1c[nH]c2ccccc12)c1ccc([N+](=O)[O-])o1,-8,1.2,-27,0,-1.4,1.3,4.9,-0.5,-1.4,-1,-3.6
O=C(O)c1ccc2c(c1)C(=O)N(c1cc([N+](=O)[O-])ccn1)C2=O,4,-0.7,6,-9,-0.1,1.3,1.4,-0.2,-1.0,-1,-0.3
O=C(NCCCCC(NC(=O)c1ccc([N+](=O)[O-])cc1)C(=O)O)c1ccc([N+](=O)[O-])cc1 (stereo not drawn),1,0.3,-3,0,0.6,-0.6,0.1,1.7,-1.0,0,0.4
